KLF5 inh – inhibitors of KLF5 expression; DLD-1 KLF5 promoter-luciferase reporter, luminescence; inhibition, % at 5 µM; 290,000 compounds, 0.23% hits;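 active = inhibition above a per-plate limit of that plate's mean compound inhibition plus 3 SD, cut at about 60% in these data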;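 also: 0% = DMSO wells and 100% = LY294002 at 200 µM; higher means less KLF5 promoter-driven luciferase light; inactives centre near -14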
IEC-6 tox – counter-screen for KLF5 inhibitors: cytotoxicity in IEC-6 cells; 290,000 compounds, 0.78% hits; IEC-6 cytotoxicity, luminescence viability; AID 1825; inhibition, % at 5 µM; in the data active = inhibition above about 22%;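 also: 0% = plate median of test compound wells and 100% = cytotoxic reference compound wells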
GSK3beta inhib – inhibitors of human GSK3beta kinase | P49841 | GST-GSK3beta kinase, ADP-Glo luminescence, 60 min; stronger effect = lower value | activity score (negative = inhibition), % at 10 µM | 300,000 compounds, 0.038% hits;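 active = more than half of replicate wells score below -50%, meaning over 50% inhibition versus plate controls; inconclusive = some replicates but at most half score below -50%; inactive = no replicate scores below -50%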;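 also: 0% = median DMSO wells and -100% = median GW8510 positive control wells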
Target sequence (P49841 whole entry, looked up): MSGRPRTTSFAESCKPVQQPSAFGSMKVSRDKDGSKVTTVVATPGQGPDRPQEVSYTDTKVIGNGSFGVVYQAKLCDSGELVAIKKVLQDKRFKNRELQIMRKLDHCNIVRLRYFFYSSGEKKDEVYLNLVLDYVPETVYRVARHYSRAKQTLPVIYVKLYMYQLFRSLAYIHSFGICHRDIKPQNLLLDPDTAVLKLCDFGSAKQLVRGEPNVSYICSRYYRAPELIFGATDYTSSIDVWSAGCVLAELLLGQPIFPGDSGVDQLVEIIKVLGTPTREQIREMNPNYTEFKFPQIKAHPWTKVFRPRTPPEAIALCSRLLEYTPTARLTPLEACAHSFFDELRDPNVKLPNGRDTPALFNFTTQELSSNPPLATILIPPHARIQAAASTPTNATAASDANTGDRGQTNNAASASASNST
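test system = GST-tagged human GSK3beta kinase, cell-free | reagent = 25 µM ATP with peptide substrate | dosing = one dose of 10 µM per compound | schedule = 60 min reaction, RT | detection = luminescent ADP-Glo measurement of ADP formed | control set = DMSO neutral wells and GW8510 at 20 µM as positive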
HSF-1 act – increases HSF-1 driven luciferase reporter signal; NIH3T3-HGL HSF-1 luciferase reporter, MG132, 8 h; 100% = twice DMSO control signal; activation, % at 9 µM; 300,000 compounds, 1.7% hits; AID 504408;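 active = mean replicate activation of at least 50% with a set share of replicates each reaching 50%; inconclusive = only one of those two conditions met; inactive = mean below 50% and too few replicates reaching it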;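 also: 0% = median of the neutral control wells and 100% = twice that signal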
HSF1 inh – HSF1 inhibition | NIH3T3-HGL HSE-luciferase, MG132-induced, luminescence 8 h; stronger effect = lower value | activity change, negative = inhibition, % at 7.5 µM (by protocol) | 300,000 compounds, 0.77% hits | AID 2098;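 active = more than half of replicate wells show activity change below -50%, luminescence cut by over half; inconclusive = some wells, but at most half, below -50%; inactive = no replicate well below -50%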;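 also: luciferase reports HSF-1 transcriptional activity via heat shock element; 0% = median of DMSO wells and -100% = zero luminescence signal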
AI-2 QS modul – modulators of Vibrio harveyi AI-2 quorum sensing system; Vibrio harveyi JMH597 AI-2 luminescence/OD600 ratio, 9 h; stronger effect = lower value; strain lacks LuxN and CqsS sensors; 0 = neutral-control median; activity change, % at 7.5 µM; 300,000 compounds, 0.4% hits; AID 2094; in the data active = activity change below about -75%, passing the limit was not always enough; inconclusive = no clear call, values can overlap the other calls;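 also: luminescence divided by OD600 gain over 9 h not by final OD600 alone; inactives centre near 13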
HSP90 inh – blocks HSP90-mediated luciferase refolding in reticulocyte lysate; AID 1789; Rabbit reticulocyte lysate, luciferase refolding luminescence, 3 h; 290,000 compounds, 0.91% hits; inhibition, % at 5.6 µM;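 active = inhibition above the screen-wide mean plus 3 SD, computed separately per campaign, cut at about 16% in these data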;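 also: 0% = DMSO wells and 100% = 60 µM geldanamycin wells; inhibitors lower the luminescence because luciferase stays unfolded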
aSyn UTR inh – 5' untranslated region of α-synuclein, MLPCN primary screen. alpha-synuclein 5'UTR reporter, inhibitor activity. inhibition, % (tested at 7.5 µM). 300,000 compounds, 0.82% hits. AID 1813; in the data active = inhibition above about 60%; inconclusive = no clear call, values can overlap the other calls;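 also: H4 neuroglioblastoma cells stably carrying SNCA 5'UTR luciferase fusion; 0% = DMSO wells and 100% = positive control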
HIF act – HIF pathway transcriptional activation | U2OS HRE-luciferase reporter, luminescence; normalized: DMSO 0%, desferrioxamine 100% | activation, % at 7.5 µM (by protocol) | 300,000 compounds, 0.32% hits | AID 1910;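 active = mean activation of at least 10% of the iron chelator positive control signal, with at least half of replicates also reaching 10%; inconclusive = mean and replicate majority disagree about reaching 10%; inactive = mean and most replicates under 10%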
GSK3 alpha inh – inhibitors of human GSK-3 alpha kinase | ADP-Glo luminescence, 60 min | inhibition, % at 10 µM | 320,000 compounds, 0.1% hits;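 in the data active = inhibition above about 50%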;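 also: GST-tagged GSK-3 alpha with peptide substrate and 25 µM ATP; 0% = DMSO neutral wells and 100% = GW8510 positive control wells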
Target sequence (P49840 whole entry, looked up): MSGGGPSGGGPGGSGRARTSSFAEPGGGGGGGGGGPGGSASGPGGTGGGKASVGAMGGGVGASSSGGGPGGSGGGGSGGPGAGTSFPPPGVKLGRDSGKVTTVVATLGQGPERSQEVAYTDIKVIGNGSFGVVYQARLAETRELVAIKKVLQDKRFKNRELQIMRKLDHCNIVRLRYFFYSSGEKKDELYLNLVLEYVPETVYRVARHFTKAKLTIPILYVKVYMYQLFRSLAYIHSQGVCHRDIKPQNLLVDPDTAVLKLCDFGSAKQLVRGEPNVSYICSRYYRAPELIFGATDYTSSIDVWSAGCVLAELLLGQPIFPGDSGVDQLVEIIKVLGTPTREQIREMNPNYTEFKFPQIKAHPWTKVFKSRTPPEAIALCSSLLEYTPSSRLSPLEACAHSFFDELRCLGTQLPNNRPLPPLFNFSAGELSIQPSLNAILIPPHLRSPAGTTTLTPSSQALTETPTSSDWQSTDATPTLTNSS
An asterisk follows results filed as active; ? = inconclusive; . = no result given.

SMILES	KLF5 inh	IEC-6 tox	GSK3beta inhib	HSF-1 act	HSF1 inh	AI-2 QS modul	HSP90 inh	aSyn UTR inh	HIF act	GSK3 alpha inh
COc1ccc(CN=Cc2c(C(=O)O)[nH]c3ccccc23)cc1	10	2	-4	-5	2	2	-3	1	0.2	0
CCOC(=O)N1CCN(C(=O)Cn2c(C)cc3ccccc3c2=O)CC1	-20	-1	-1	-10	3	46	1	15	2.0	-1
O=C(O)CCc1nc2cc(Cl)ccc2n(Cc2ccccc2)c1=O	-9	5	0	12	7	4	2	-12	0.4	-2
N#Cc1c(-c2ccc(F)cc2)c2c([nH]c1=O)-c1ccccc1OC2	-17	-5	-2	6	2	-3	3	18	0.3	6
Cc1ccc(C(=O)NCCCN2CCOCC2)cc1	-24	1	2	-4	3	10	-1	-35	0.6	-3
Cc1ccc(CNc2oc(-c3ccco3)nc2C#N)cc1	-30	1	3	16	13	-86*	0	12	0.1	1
CCOc1ccc(NC(=O)CN(C)C(=O)CC2OC(=O)c3ccccc32)cc1OCC (stereo unspecified)	.	.	0	1	1	10	.	1	0.2	-3
Cc1ccnc(N2CCCC(C(=O)Nc3ccc(C)c(C)c3)C2)n1 (stereo unspecified)	-4	-1	3	60*	25	26	-2	7	0.3	-3
COc1ccccc1NC(=O)c1ccc(NC(=O)COC(=O)C(C)C)cc1	-6	0	-1	8	-1	19	-3	-26	0.4	-1
O=C(NCCCN1CCCC1=O)c1cc(S(=O)(=O)N2CCOCC2)ccc1Cl	-6	-2	-3	-5	-5	12	-2	-15	0.2	0
CCN(CC)S(=O)(=O)c1ccc(N2CCN(C)CC2)c(NC(=O)Nc2ccc(C)cc2)c1	-22	3	2	-5	5	6	-3	-27	0.7	-1
CC(=O)Nc1ccc(C(=O)N(C2=NC(C)CS2)c2ccc(Cl)cc2)cc1 (stereo unspecified)	-15	4	0	11	-1	1	-2	-8	1.3	0
CCC(=O)Nc1nn(CC(C)C)c2nc3ccc(C)cc3cc12	-51	1	3	11	4	8	2	6	0.2	-2
C[C@H](NC(=O)c1ccc2ccccc2c1)C(=O)N1CCC2(CC1)NCCc1[nH]cnc12	-29	-3	2	-7	0	11	-1	5	-0.3	-3
O=C(Nn1c(SCc2ccccc2F)nc2ccsc2c1=O)c1ccccc1	-22	3	-3	12	4	18	0	-17	-0.3	0
Cc1ccc(Cl)cc1N1CCN(S(=O)(=O)c2ccc3c(c2)CC(=O)N3C)CC1	-10	-3	0	-44	?	20	-2	17	0.2	0
COc1ccc(OC)c(NC(=O)CSc2ncccn2)c1	12	4	-1	4	5	7	2	1	0.3	-1
CCOC(=O)c1c(NC(=O)CCNCc2ccco2)sc2c1CCC2	-8	0	-3	0	2	10	-1	17	0.0	-1
Cc1ccc(-c2c(C#N)c(N)n3c(nc4ccccc43)c2C#N)cc1	-18	3	0	-5	-5	16	0	34	-0.2	-1
COc1ccc(NC(=O)[C@H](COCc2ccccc2)NC(=O)OC(C)(C)C)cc1	-17	-4	0	7	-2	6	0	-4	-0.8	0
CCC1CCCCN1C(=O)CSc1nc2c(cnn2-c2ccc(C)cc2)c(=O)[nH]1 (stereo unspecified)	0	0	2	-13	-4	32	1	26	-0.1	-2
Cc1ccccc1CCNC(=O)C1CCC(=O)N(Cc2ccc(Cl)cc2)C1 (stereo unspecified)	-14	2	2	4	1	27	-4	-1	-1.0	-1
CN(C)CCN(C(=O)CN1C(=O)c2ccccc2C1=O)c1nc2cc3c(cc2s1)OCO3	-27	-9	0	5	-1	21	2	-30	0.6	3
COc1ccccc1NS(=O)(=O)c1cccc(C(=O)N2CCN(C/C=C/c3ccccc3)CC2)c1	-19	1	2	0	2	8	-2	8	0.0	-3
CC1CCc2c(sc(NC(=O)COC(=O)c3ccc(O)cc3)c2C#N)C1 (stereo unspecified)	-14	-4	-3	7	-4	92	1	-39	-0.8	1
COC(=O)C1C(c2ccc(N(C)C)cc2)C(C(=O)OC)S(=O)(=O)CS1(=O)=O (stereo unspecified)	-1	-2	-3	-16	3	2	1	5	-0.5	2
COc1ccc(/C=N/NC(=O)c2c(C)nnn2-c2nonc2N)cc1OC	-1	1	2	-6	3	9	3	5	-0.6	1
Cn1c(=O)c2c(SCC(=O)Nc3nccs3)nc(C3CC3)nc2n(C)c1=O	-1	3	2	4	-1	-3	7	30	-0.2	-3
O=C(O)CN1C(=O)/C(=C/c2ccccc2Br)Oc2ccccc21	-24	13	2	70*	16	-1	-1	11	2.7	-4
COc1ccc(/C=N/n2cnc3c([nH]c4ccc(Br)cc43)c2=O)cc1CN1CCOCC1	-8	0	1	-3	-3	24	1	-37	0.0	-1
COc1ccc(Nc2nc(Cl)nc(N3CCN(c4ccc(OC)cc4)CC3)n2)cc1	-4	-8	0	-8	-13	28	8	-14	-0.3	-1
COc1ccc(-c2cc(C(F)(F)F)nc(-n3cc(Br)cn3)n2)cc1	-24	0	-1	-10	-6	18	2	13	-1.0	-3
c1ccc(Oc2cccc3cccnc23)nc1	-5	2	2	1	-3	10	0	-14	0.0	-3
Cc1cccc(C2c3[nH]c4ccccc4c3CCN2C(=O)c2cc(C(C)C)nc(N)n2)n1 (stereo unspecified)	-16	5	1	4	-4	12	3	-12	-0.2	0
CCOC(=O)C1C(=O)C=C(c2ccc(OC)cc2)CC1c1ccco1 (stereo unspecified)	-12	-3	1	285*	209	-11	-3	-74	1.3	-4
Cc1cccc(-n2nnc(C(=O)NCc3ccc4c(c3)OCO4)c2N)c1	-12	-3	-2	-3	2	7	5	-16	-0.6	0
COc1cc(NC(=O)c2cncc(-c3ccc(C#N)cc3)c2)cc(C(=O)Nc2cccc(C(F)(F)F)c2)c1	.	.	1	5	4	22	.	16	0.7	1
COC(=O)N/N=C(/c1ccccc1)C1CCCCC1	-5	2	-3	0	-14	18	0	16	0.1	-2
CCOC(=O)C1CCN(C(=O)c2cc3c(=O)n4ccccc4nc3n2C)CC1	-12	4	3	40	13	39	-2	5	-0.4	1
CC1(C)Cc2ccccc2-c2c1c(=O)n(Cc1ccccc1)c1nnnn21	-22	2	4	7	-1	11	5	16	-0.6	-1
Cc1cc(C)c(C#N)c(SCC(=O)N2CCCCC2)n1	-9	3	1	-1	-5	56	5	-16	0.9	4
Cc1c(C(=O)N2CCOCC2)[nH]c2c1C(=O)CC(c1ccc(Cl)cc1)C2 (stereo unspecified)	-7	5	-1	14	-3	3	-1	18	0.1	-1
CCCCN(C)CCC(=O)Nc1ccc(OC)cc1OC	9	-1	4	7	-2	15	3	5	-0.3	-2
CCOc1cccc(=O)c2c(C)n(C)c(C)c12	12	-8	0	7	5	-1	-3	-21	-0.2	2
COc1ccc(-c2ccc(=O)n(CC(=O)NCC3COCCO3)n2)cc1 (stereo unspecified)	.	.	0	4	-1	27	.	0	-0.4	-1
Cc1ccc(/C=C/C(=O)N2CCCC(C)C2)cc1 (stereo unspecified)	-72	-12	2	65*	24	6	10	-29	-2.2	-6
CCOC(=O)CNC(=O)CSc1nc2cccnc2n1Cc1ccccc1	12	4	1	-10	1	2	6	5	-2.2	-1
O=C1C(Cc2ccccc2)Nc2ncnc(N3CCOCC3)c2N1Cc1ccc(Br)cc1 (stereo unspecified)	.	.	-1	14	4	21	.	-1	0.8	-2
CCOc1ccc(C2NC(=O)NC(C)=C2C(=O)OC)cc1C (stereo unspecified)	-2	8	-2	-7	-11	8	9	5	-0.5	-3
CCn1cc(C(=O)O)c(=O)c2cnc(N3CCN(C(=S)NC(=O)c4ccccc4Cl)CC3)nc21	8	0	0	-3	-12	27	0	4	-0.2	-5
CCOC(=O)C(=CNNc1ccccc1)C(=O)OCC	-15	5	-6	8	16	6	2	5	-0.3	0
CC(C)C1Oc2ccccc2N(CC(=O)N2CCOCC2)C1=O (stereo unspecified)	1	-11	-1	-2	-8	19	0	11	0.0	2
O=S(=O)(NCc1cccs1)NCc1ccccc1F	-10	10	0	-7	-4	28	3	-4	0.0	1
Cc1ccc(C)c(S(=O)(=O)N2CCN(C(=O)Nc3ccccc3)CC2)c1	1	-1	-2	-5	-3	32	-1	12	0.7	4
O=C(COc1ccccc1[N+](=O)[O-])N/N=C/c1ccncc1	-9	1	0	-4	4	28	0	-39	1.0	5
COc1ccc(NC(=S)NC(=O)C2CCC2)cc1	-134	-4	-2	13	9	-1	-2	-42	1.6	2
Cc1ccc(-n2nc(C)c3c(C)c(CCC(=O)Nc4ccc(CN5CCCC5)cc4)c(C)nc32)cc1	-34	1	-5	0	-3	13	5	104*	0.4	-2
Cn1ncc(Cl)c1C(=O)N1CCN(c2ccc(F)cc2)CC1	-33	-4	1	-5	-5	-3	2	7	-0.4	0
O=C(NCC1CCCO1)c1ccc([N+](=O)[O-])s1 (stereo unspecified)	-15	-1	-2	-2	3	94	1	-55	-0.1	-2
CC1CC(C)CN(C(=O)C2CCCN(S(=O)(=O)c3cnc[nH]3)C2)C1 (stereo unspecified)	3	8	6	-3	-3	16	-3	4	-0.7	2

Next section.
SMILES	KLF5 inh	IEC-6 tox	GSK3beta inhib	HSF-1 act	HSF1 inh	AI-2 QS modul	HSP90 inh	aSyn UTR inh	HIF act	GSK3 alpha inh
CCOc1ccccc1N(CC(=O)NC1CCCCC1)S(C)(=O)=O	15	-4	1	-4	1	6	3	1	1.2	-3
Cc1ccc(O)c(Nc2ncnc3ccccc23)c1	-10	5	.	-14	-17	.	-6	-96	0.0	1
O=c1c2[nH]cnc2n(-c2cccc(F)c2)c(=O)n1Cc1ccccc1	-14	-10	-1	-1	8	7	3	41	0.0	1
O=c1[nH]c(N2CCN(c3ccccc3)CC2)nc2c1CCCC2	-11	1	1	17	15	28	-1	9	-0.3	.
CCN1CCN(Cc2ccc(NC(=O)c3ccc(C)c(NC(=O)c4ccnnc4)c3)cc2C(F)(F)F)CC1	.	.	-4	-38	-33	-9	.	31	1.4	-2
Cc1ccc(NC(=O)C2=NNC(=O)CC2)cc1F	-26	7	1	41	13	-4	0	-75	1.6	-3
Cc1ccc(S(=O)(=O)Nc2nc(C)c(C(=O)N/N=C/c3ccccc3)s2)cc1	-20	3	1	11	4	8	8	24	0.4	-1
COc1ccc(NC(=O)CN(C)C(=O)c2cccc3ccccc23)cc1	.	.	3	-8	-1	14	.	2	0.6	0
Cc1cc(N)n(-c2ccc(C(=O)O)cc2)n1	-8	6	1	-74	-67*	11	7	-16	0.6	-1
O=C(NCCOc1ccc(Cl)cc1)c1ccc2ccccc2n1	-12	3	0	44	9	13	-1	-14	0.3	0
O=C1CCCC2=C1C1c3ccccc3C(=O)N1c1ccc(C(=O)c3ccccc3)cc1N2 (stereo unspecified)	-2	6	2	3	6	22	-1	-32	0.4	-3

Source: PubChem BioAssay (several laboratories)
